b-catenin transl: modulators of beta-catenin nuclear translocation, primary screen, imaging, HeLa cells, immunofluorescence, high-content | nuclear translocation activity, % at 5 µM | 190,000 tested, 0.3% active | AID 1665, 2009;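 active means nuclear translocation activity above 50% at 5 µM, with a well cell count of 50 or more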;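 further: per-cell ratio of nuclear to cytoplasmic median beta-catenin stain intensity; plate controls were DMSO negative control for no effect and GSK-3 inhibitor IX positive control for full effect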
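Test system: human HeLa cells, endogenous beta-catenin. Times: 24 h compound exposure, 37°C. Measured by: beta-catenin immunofluorescence imaging with DAPI.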
MT stabilize HCS: microtubule stabilizers in HeLa cells, primary screen, imaging, high-content imaging | HeLa tubulin immunostaining HCS, 24 h; share of cells brighter than vehicle mean+2SD | % tubulin-high responders, % at 10 µM | 200,000 tested, 0.83% active | AID 2205, 2009;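 active means plate Z-score above 3 for both tubulin-high and condensed-nucleus cell shares, with cell loss under 80%, at 10 µM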;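 further: anti alpha tubulin signal scored within the nucleus-defined area of each cell; some results filed as inactive read as strong as hits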
M17LAP inhibition: P. falciparum M17LAP inhibitors, primary screen, biochemical, fluorogenic H-Leu-NHMec substrate, 1536-well (AID 1619); Leucine aminopeptidase (Plasmodium falciparum (isolate 3D7)); 220,000 tested, 0.38% active; one-dose inhibition, % at 30 µM; IC50 in µM for titrated hits; recombinant M17LAP, H-Leu-NHMec fluorogenic kinetic assay; higher % means a stronger effect;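 active means compound inhibiting the enzyme by more than half at any dose during confirmatory dose-response retesting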;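 further: plate controls were full reaction with DMSO carrier for no effect and no enzyme background for full effect; strong numbers were not always called active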
Yfh1-off respiration: enhancers of respiration in Yfh1-depleted yeast, dose response, Friedreich's ataxia, plus single-dose screen (AID 1465); S. cerevisiae Yfh1-off respiration, WST-1 reduction, 72 h; higher fold induction means a stronger effect; one-dose fold induction at 50 µM; EC50 in µM for titrated hits; 220,000 tested, 0.074% active;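 active means fold induction of absorbance versus untreated yeast above a set limit, then at least 30% activation at any dose in follow-up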;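 further: activators that raise dye reduction in frataxin-depleted yeast; strong numbers were not always called active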
Autophagy mod: autophagy modulators in MEF cells, primary screen, imaging, high-content, MEF GFP-LC3; MEF GFP-LC3 puncta imaging; test concentration mostly 10 µM; AID 463193, 2010; 190,000 tested, 0.98% active; calls only at 10 µM (by protocol);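 active means percentage of spot-positive cells more than 3 SD above its plate mean, without a fluorescence outlier flag or 80% toxicity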;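 further: spot-positive cell cutoff set from DMSO-treated cells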
Dynein cargo inh: inhibitors of GR-EGFP nuclear translocation, primary screen, dynein cargo transport inhibitor project, imaging, high-content, 3617.4 mouse cells. z-score, hits read low. test concentration mostly 20 µM; stimulated with dexamethasone, 1 µM; hits give low values. 220,000 tested, 0.47% active;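 active means plate z-score of nuclear minus cytoplasmic receptor signal below a set negative limit, without overly bright fluorescence or cell loss, cut at about -3.5 in these data, passing the limit was not always enough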;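 further: z-score of nuclear minus cytoplasmic ring GR-EGFP intensity difference per well; some compounds called inactive have numbers as strong as hits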
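Buffer or medium: tet-free medium with charcoal-stripped serum / Also added: dexamethasone agonist, 1.0 µM final, for 30 min / Timing: induction 48 h, compound 1 h, agonist 30 min / Measured by: high-content fluorescence imaging after fixation / Read-out: nuclear-to-cytoplasmic GR-EGFP distribution per well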
NOD1 inhibition: NOD1 signaling inhibitors, primary screen, cell-based, luminescence, uHTS (AID 1578) | NOD1-driven NF-kB luciferase reporter cells, luminescence; higher % means a stronger effect | inhibition, % at 4 µM, or EC50 in µM where a hit was titrated | 290,000 tested, 1% active; in the data active means inhibition mostly above about 36%, no sharp cut-off; inactive means mostly below about 34%;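 further: HEK-293T reporter cells stimulated with the NOD1 agonist gamma-tri-DAP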
Insulin prom up: insulin promoter activators in MIN6 cells, imaging, high-content screening, mouse beta cells | 190,000 tested, 0.3% active | AID 1625, 2009 | z-score at 5 µM | MIN6 insulin promoter-GFP reporter; hits give high values;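 active means z-score above 3 at 5 µM with at least 500 cells counted in the well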
HEK293 NOD2/NF-kB: NOD2 signaling inhibitors, cell-based, luminescence, uHTS, HEK293 (AID 1566); HEK293 NOD2/NF-kB luciferase reporter, luminescence; higher % means a stronger effect; one-dose inhibition, % at 4 µM; EC50 in µM for titrated hits; 290,000 tested, 0.63% active; in the data active means inhibition above about 50%; further: many of its hits are not listed in these tables
Dynein cargo inh cytoplasmic EGFP: further read-out of Dynein cargo inh, marked with its call; z-score; measured here: cytoplasmic GR-EGFP intensity; hits give high values
Dynein cargo inh nuclear GR-EGFP: also measured in Dynein cargo inh; calls as there; z-score; measured here: nuclear GR-EGFP intensity;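 lower value marks the stronger effect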
Dynein cargo inh cell count: further read-out of Dynein cargo inh, marked with its call; z-score; measured here: cell count per field
Insulin prom up cell count: second read-out of Insulin prom up, no call of its own (marks repeat the call); cell count; measured here: cytotoxicity, nuclei count;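 total cells summed across four imaged fields per well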
b-catenin transl cell count 5 µM: second read-out of b-catenin transl, no call of its own (marks repeat the call); cell count; measured here: cell count, cytotoxicity flag
MT stabilize HCS Hoechst-high %: second read-out of MT stabilize HCS, no call of its own (marks repeat the call); % Hoechst-high responders; measured here: nuclear condensation Hoechst responders;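 share of cells brighter than vehicle mean plus two SD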
MT stabilize HCS cytotoxicity %: further read-out of MT stabilize HCS, marked with its call; toxicity, %; measured here: cytotoxicity by cell density;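 0% = mean cell density of plate MIN control wells and 100% = no cells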
Autophagy mod cell loss 18 h: second read-out of Autophagy mod, no call of its own (marks repeat the call); toxicity, %; measured here: cell loss, nuclei count;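 cell loss after 18 h compound exposure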
An asterisk follows results filed as active; i = inactive; nt = no result given; + = active, no number.

structure	NOD1 inhibition	Yfh1-off respiration	Dynein cargo inh cell count	MT stabilize HCS Hoechst-high %	Dynein cargo inh cytoplasmic EGFP	b-catenin transl cell count 5 µM	Insulin prom up cell count	M17LAP inhibition	Autophagy mod cell loss 18 h	b-catenin transl	MT stabilize HCS	Autophagy mod	HEK293 NOD2/NF-kB	Dynein cargo inh	MT stabilize HCS cytotoxicity %	Dynein cargo inh nuclear GR-EGFP	Insulin prom up
O=C(Nc1cccc(C(F)(F)F)c1)C(SCCO)c1ccccc1 (stereo not given)	0%	i	0.42	2.4	-0.13	1105	1526	-2%	8	0.2	1.7	i	11%	-0.28	7.0	-0.055	-0.7
COc1cccc(-c2nnn(CC(=O)Nc3ccc(C)cc3C)n2)c1OC	17%	i	-0.059	2.7	-0.15	807	nt	-10%	4	2.1	5.7	i	3%	-0.9	7.2	-0.016	nt
COc1ccc(Nc2nc(C(=O)N(CCO)Cc3ccccc3)cs2)cc1	-3%	i	1.2	1.8	-0.32	1082	1429	52%	2	-2.0	2.1	i	-24%	-0.83	5.0	-0.25	-1.3
CCC(Sc1nnnn1-c1ccccc1)C(=O)NC(C)c1ccccc1 (stereo not given)	nt	i	-0.45	2.0	-0.19	nt	nt	28%	-1	nt	2.5	i	4%	0.22	8.4	0.099	nt
C#CCNC(=O)C1=C[C@H](c2ccccc2)C[C@H](OCCCCO)O1	-3%	i	-0.52	1.2	-0.22	1168	1388	2%	4	-3.1	4.5	i	-52%	-0.34	5.8	0.17	0.11
CCC(=S)/C=C1\Sc2ccc3ccccc3c2N1CCCS(=O)(=O)O	5%	i	0.23	1.8	0.38	1418	1595	-181%	-20	-3.8	3.6	i	-6%	0.62	4.1	1.2	-0.03
COc1ccc(/C=C2\CCCC3C2=NN(C(=O)c2ccco2)C3c2ccc(OC)c(OC)c2)cc1OC (stereo not given)	-2%	i	0.19	3.6	-0.14	nt	812	8%	9	nt	8.0	i	20%	0.62	2.0	0.89	-1.5
O=C1CSC(=S)N1N1C(=O)c2cccc([N+](=O)[O-])c2C1=O	1%	i	0.84	1.3	-0.27	1088	nt	18%	58	1.0	0.9	i	1%	-0.51	4.1	-0.19	nt
CC1=CC(C)(C)N(C(=O)CN2C(=O)CCC2=O)c2ccccc21	7%	i	0.25	1.2	-0.1	1152	1438	12%	6	-2.0	2.6	i	-10%	-0.69	0.6	-0.17	-0.09
O=C(O)c1cccc(N2C(=O)C3C4C=CC(C4=C(c4ccccc4)c4ccccc4)C3C2=O)c1 (stereo not given)	10%	i	-0.47	1.4	-0.2	1509	nt	13%	2	0.2	2.5	i	4%	0.92	7.0	0.36	nt
CCN1CCCC1CNC(=O)Cn1cc2c(n1)CCC(C)C2 (stereo not given)	-20%	i	0.23	2.3	-0.23	1110	nt	9%	-8	-2.0	5.0	i	-4%	1.2	7.9	0.71	nt
C/C(=N\Nc1ccc(C(=O)O)cc1)c1ccc(Br)cc1	5%	i	0.63	nt	-0.24	1122	1378	12%	nt	0.6	nt	nt	-23%	-0.67	nt	-0.29	-0.46
O=C(Nc1ccc2c(c1)OCCO2)NC12CC3CC(CC(C3)C1)C2	-19%	i	0.52	0.3	-0.14	1145	1138	11%	-4	-1.1	2.6	i	-89%	-0.71	23	-0.11	1.8
CCOc1cc(CN2CCCC(CNC(=O)c3ccc(F)cc3)C2)ccc1OC (stereo not given)	2%	i	1.1	nt	-0.058	1337	1044	-1%	nt	1.5	nt	nt	12%	-0.34	nt	-0.18	-0.2
CC(N=C(NS(=O)(=O)c1ccc(Cl)cc1)c1ccccc1)C(=O)O (stereo not given)	-10%	i	0.1	0.9	-0.4	1126	1007	-6%	-3	-6.2	1.6	i	-8%	-0.7	9.0	-0.37	-0.34
Cc1ccc(S(=O)(=O)NC(=O)N(C)C2CCCCC2)cc1	-3%	i	-0.0057	nt	-0.26	1188	nt	-2%	nt	-1.4	nt	nt	19%	0.15	nt	-0.016	nt
CCN1CCN(C(c2cc(OC)ccc2OC)c2nnnn2Cc2ccccc2)CC1 (stereo not given)	6%	i	0.58	1.3	-0.22	990	958	4%	-4	-6.6	1.4	i	5%	-0.077	6.2	-0.23	0.42
COc1cc(/C=N/NC(=O)c2cc(C)n(-c3ccc(F)cc3)c2C)cc(OC)c1O	-22%	i	0.55	2.7	-0.064	1168	1527	19%	24	-1.4	2.7	i	24%	0.057	3.8	-0.34	-0.02
COc1cccc(-c2cc(C(=O)N3CCCc4ccccc43)no2)c1	-35%	i	0.097	1.6	0.084	1067	1881	-3%	-5	-1.0	2.7	i	-46%	-1.1	2.2	-0.62	-0.39
Clc1ccc2nc(-c3ccccn3)c(Nc3ccc4c(c3)OCO4)n2c1	-35%	i	-0.3	2.8	-0.25	1141	1481	-2%	8	-2.2	2.0	i	-102%	0.16	6.6	0.91	-0.21
Cc1ccc(Nc2nc(-c3cccs3)cs2)nc1	46%*	i	0.47	2.3	0.011	968	1528	-2%	-16	-0.8	2.4	i	-108%	-0.6	11	-0.21	-1.4
COc1ccc2cc(CCNC(=O)C3CC3)c(=O)[nH]c2c1	13%	nt	-0.087	4.6	-0.26	1400	1543	4%	-10	-1.8	4.2	i	13%	-0.08	7.9	0.12	1.2
Cn1c(=O)cc(OCC(=O)N2CCN(c3ccccc3F)CC2)c2ccccc21	-47%	i	-0.27	2.3	0.27	1099	1311	-1%	5	-1.4	0.9	i	0%	0.0032	8.8	0.21	0.04
COc1ccc(C2(O)CCN(Cc3nnnn3Cc3ccc(C)cc3)CC2)cc1	-15%	i	0.26	2.7	-0.42	1225	1190	-2%	-9.2*	-5.7	3.9	+	0%	-0.039	6.2	0.23	-0.19
CCC1/C(=N\O)CC(c2ccco2)NC1c1ccco1 (stereo not given)	-3%	i	0.49	1.3	-0.21	nt	nt	-9%	-5	nt	1.7	i	-6%	-0.45	8.2	-0.55	nt
COc1ccc(Cl)cc1C(=O)NNC(=O)c1cccc([N+](=O)[O-])c1	-31%	i	-1.2	3.3	-0.24	1543	1427	0%	-1	0.4	2.9	i	1%	0.32	11	0.86	0.15
CCN(CC)CCNS(=O)(=O)c1ccc(OC)c(Br)c1	-9%	nt	0.45	1.4	-0.18	1246	914	3%	-10	-7.3	1.8	i	4%	-1.1	8.5	-0.28	-0.26
NNC(=O)C(=O)Nc1ccc(O)cc1	2%	i	-0.45	nt	-0.16	1393	1495	-3%	nt	0.6	nt	nt	-7%	0.97	nt	0.25	1.4
O=[N+]([O-])c1ccc(S(=O)(=O)NCC(c2cccnc2)N2CCOCC2)cc1 (stereo not given)	-14%	i	-0.1	1.3	-0.26	1125	nt	-4%	-28	0.4	2.7	i	12%	-0.22	3.7	-0.069	nt
O=C(NCc1ccccc1)c1n[nH]nc1-c1ccccc1O	5%	i	0.28	2.9	-0.27	1169	1035	22%	-8	-0.2	4.8	i	-14%	-0.61	6.3	0.35	0.5
CC1=CC(C)(C)N(C(=O)CN2C(=O)c3ccccc3C2=O)c2ccc(C)cc21	33%*	i	0.53	1.2	-0.24	1085	nt	10%	-3	-2.0	1.9	i	24%	-0.38	5.4	-0.019	nt
O=[N+]([O-])c1ccccc1OCCOCCOc1cccc2cccnc12	-34%	i	-0.39	2.4	-0.22	547	1371	21%	-6	2.7	2.3	i	4%	0.49	7.2	0.27	0
COc1ccccc1C(O)(C(=O)NNc1cccc(C)c1)c1ccccc1OC	-32%	i	-1.8	2.8	-0.13	1078	1549	13%	-1	-1.5	4.2	i	4%	2	8.4	2.4	-0.21
CO/N=C(\N)c1ccc([N+](=O)[O-])cc1	-30%	i	-0.055	1.3	-0.33	nt	1360	8%	3	nt	4.5	i	10%	0.5	8.4	-0.13	0.13
CCN(CC)C(=O)C12CC3CC(CC(Cl)(C3)C1)C2	3%	i	1.5	2.3	0.2	1095	1524	13%	11	1.1	4.6	i	16%	-1.1	9.8	-0.6	-0.32
COc1ccccc1CNC(=O)c1cc2sccc2n1C	-12%	i	-0.019	1.8	-0.29	849	nt	-3%	-16	0.6	2.1	i	11%	-0.32	11	0.65	nt
Cc1ccc(C(=O)OCC(=O)c2c(N)n(C)c(=O)n(C)c2=O)cc1S(=O)(=O)N1CCCCC1	-7%	i	0.1	3.5	-0.29	487	1403	-9%	-2	-0.4	1.5	i	5%	-0.75	10	-0.45	-0.36
CCOc1ccc(-c2cc(C(=O)NCCCN3CCN(CC)CC3)c3ccccc3n2)cc1	-62%	i	0.86	2.9	-0.43	931	1135	-76%	10	-5.5	4.9	i	-7%	-0.32	8.5	-0.26	-0.94
Cc1cc(C(=O)NCC(C)C)c2ccccc2n1	-2%	i	0.3	1.2	-0.22	939	808	5%	-12	3.5	2.1	i	16%	0.028	6.1	0.7	-0.38
CN(C)c1nnnn1-c1ccc(OC(F)(F)F)cc1	-40%	nt	-2	1.8	-0.008	1079	1219	6%	15	-5.8	2.6	i	2%	0.5	6.0	0.31	0.39

Bioassay records from PubChem BioAssay.

Not all compounds are listed, so the mix of outcomes need not match the whole.
